Assay outcomes as filed in PubChem BioAssay.
NCI-60 one-dose screen, 48 h, at 10 µM unless noted. Numbers give growth in % (100 = growth as untreated, 0 = no growth, -100 = all killed).
DU-145: DU-145 prostate cancer; 4.2% of 81,000 active
HCC-2998: HCC-2998 colon cancer; 4.7% of 79,000 active; AID 1794799
OVCAR-3: OVCAR-3 ovarian cancer; 7% of 79,000 active; AID 1794787
KM12: KM12 colon cancer cells; 5% of 82,000 active; AID 1794800
SW-620: SW-620 colon cancer | 5.2% of 82,000 active
OVCAR-5: OVCAR-5 ovarian cancer; 2.9% of 82,000 active
OVCAR-4: OVCAR-4 ovarian cancer cells | AID 1794784 | 3.7% of 80,000 active
PC-3: PC-3 prostate cancer cells | 3.9% of 80,000 active | AID 1794754
OVCAR-8: OVCAR-8 ovarian cancer | AID 1794782 | 4.4% of 81,000 active
Active calls of the source: *. Rule for the calls: active = growth percent below 10; inactive = the rest.

`CC(C)C1(C(C)C)NC(=O)NC1=O` gave DU-145 94, HCC-2998 102, OVCAR-3 110, KM12 138, SW-620 127, OVCAR-5 101, OVCAR-4 107, PC-3 93 and OVCAR-8 110.
For Cc1cccc(/C=C\C(=O)c2ccc(Br)cc2)c1 the results were DU-145 97, HCC-2998 99, OVCAR-3 104, KM12 83, SW-620 86, OVCAR-5 97, OVCAR-4 101, PC-3 90 and OVCAR-8 108.
`N#Cc1c(-c2ccc(Cl)cc2)nc(N/N=C/c2cccc(F)c2)nc1N1CCOCC1` gave DU-145 95, HCC-2998 104, OVCAR-3 99, KM12 96, SW-620 94, OVCAR-5 101, OVCAR-4 92, PC-3 85 and OVCAR-8 96.
O=C(S)c1cccc([N+](=O)[O-])c1 was read as DU-145 123, HCC-2998 115, OVCAR-3 117, KM12 113, SW-620 111, OVCAR-5 116, OVCAR-4 101, PC-3 87 and OVCAR-8 106.
`CCCCOc1ccc(OC(=O)Nc2cc(Cl)ccc2OC)cc1` gave DU-145 98, HCC-2998 87, OVCAR-3 98, KM12 98, SW-620 94, OVCAR-5 109, OVCAR-4 83 and OVCAR-8 87.
Fc1ccc(-c2cc(-c3ccco3)nc(OCCn3ccnc3)n2)cc1 was read as OVCAR-3 118, SW-620 118, OVCAR-4 118, PC-3 93 and OVCAR-8 109.
Cc1ccc(Cn2cc(CSc3nc4ccccc4o3)nn2)cc1 was read as DU-145 110, HCC-2998 118, OVCAR-3 102, KM12 110, SW-620 105, OVCAR-5 105, OVCAR-4 104, PC-3 98 and OVCAR-8 104.
For COc1ccc(/C=C(\Cc2nc3ccccc3[nH]2)C(=O)c2nc3ccccc3[nH]2)cc1 the results were DU-145 107, HCC-2998 111, OVCAR-3 101, KM12 99, SW-620 102, OVCAR-5 93, OVCAR-4 86 and OVCAR-8 96.
Screening COC(=O)CNC(=O)c1ccc(NC(=O)c2[nH]c(C)c(Cl)c2Cl)c(O[C@H]2CCNC2)c1 returned DU-145 110, HCC-2998 115, OVCAR-3 114, KM12 104, SW-620 103, OVCAR-5 112, OVCAR-4 110, PC-3 97 and OVCAR-8 101.
CCN(CC)CC(O)c1ccc(F)c2ccccc12 (stereo not drawn) was read as DU-145 111, HCC-2998 114, OVCAR-3 108, KM12 105, SW-620 99, OVCAR-5 100, OVCAR-4 101, PC-3 94 and OVCAR-8 104.
`Cc1cccc(-n2c(C)nc3ccc(N4CCCNC4=O)cc3c2=O)c1` gave DU-145 109, HCC-2998 109, OVCAR-3 107, KM12 111, SW-620 104, OVCAR-5 112, OVCAR-4 99, PC-3 100 and OVCAR-8 99.
CCC1(CC)NC(=S)NC1=S was read as DU-145 111, OVCAR-3 105, KM12 106, SW-620 104, OVCAR-5 109, OVCAR-4 127, PC-3 99 and OVCAR-8 104.
`Cc1ccc(C(F)(F)F)cc1N1CCN(C(=O)[C@@H]2C[C@@H]2c2ccc(S(F)(F)(F)(F)F)cc2)CC1` gave DU-145 106, HCC-2998 94, OVCAR-3 99, KM12 88, SW-620 99, OVCAR-5 95, PC-3 70 and OVCAR-8 99.
O=[N+]([O-])c1cccc(-c2nc3sccn3c2-c2ccnc(NCCCNS(=O)(=O)c3cccc(F)c3)n2)c1 was read as DU-145 9.8*, HCC-2998 66, OVCAR-3 -2.6*, KM12 -11*, SW-620 23, OVCAR-5 66, OVCAR-4 -12*, PC-3 -14* and OVCAR-8 -5.3*.
For CNc1cc([N+](=O)[O-])ccc1OCc1ccccc1 the results were DU-145 103, HCC-2998 97, OVCAR-3 101, KM12 98, SW-620 98, OVCAR-5 91, OVCAR-4 79 and OVCAR-8 91.
For Cc1ccc(-n2nc(C#N)c(N3CCCC3)n2)cc1 the results were DU-145 114, HCC-2998 101, OVCAR-3 104, KM12 99, SW-620 98, OVCAR-5 101, OVCAR-4 103, PC-3 97 and OVCAR-8 100.
CC(C)c1cc(-c2nc3ccc(F)cc3[nH]2)no1 was read as DU-145 108, HCC-2998 106, OVCAR-3 109, KM12 105, SW-620 98, OVCAR-5 109, OVCAR-4 105, PC-3 100 and OVCAR-8 98.
Screening COc1cc(CNC(=O)CCCC/C=C/C(C)C)ccc1OCc1cn(-c2ccc([N+](=O)[O-])cc2)nn1 returned DU-145 105, HCC-2998 108, OVCAR-3 93, KM12 90, SW-620 100, OVCAR-5 99, OVCAR-4 87, PC-3 78 and OVCAR-8 83.
`O=C(CCCn1c(O)c(/C=C2\C=Nc3ccccc32)sc1=S)NCCc1ccc(O)cc1` gave DU-145 103, HCC-2998 103, OVCAR-3 100, KM12 103, SW-620 107, OVCAR-5 111, OVCAR-4 96 and OVCAR-8 93.
NC(=O)NN=C1CCCCC1 was read as DU-145 107, HCC-2998 98, OVCAR-3 104, KM12 99, SW-620 104, OVCAR-5 108, OVCAR-4 113, PC-3 101 and OVCAR-8 103.
`Oc1ccccc1/C=N/c1ncn[nH]1` gave DU-145 116, HCC-2998 104, OVCAR-3 115, KM12 108, SW-620 108, OVCAR-5 100, PC-3 118 and OVCAR-8 99.
CC(=N\O)/C(=N/O)c1ccccc1 was read as DU-145 108, HCC-2998 110, OVCAR-3 120, KM12 111, SW-620 100, OVCAR-5 100, OVCAR-4 96, PC-3 101 and OVCAR-8 95.
N#Cc1c(Nc2ccccc2)nn2c(-c3ccc([N+](=O)[O-])cc3)ccnc12 was read as DU-145 109, HCC-2998 106, KM12 102, SW-620 103, OVCAR-5 100, OVCAR-4 108, PC-3 103 and OVCAR-8 100.
`Nc1nc(-c2cccnc2)nc2c1sc(=S)n2-c1ccccc1` gave DU-145 103, HCC-2998 105, OVCAR-3 114, KM12 99, SW-620 104, OVCAR-5 125, OVCAR-4 128 and OVCAR-8 101.
Screening O=C(Nc1ccc(Cl)cc1Cl)Nc1ccc(-c2cccnc2)cc1N1CCC(CO)CC1 returned DU-145 54, HCC-2998 35, OVCAR-3 25, KM12 25, SW-620 18, OVCAR-5 49, OVCAR-4 53, PC-3 17 and OVCAR-8 33.
O=C1/C=C/[C@@H](O)[C@@H]2C[C@@H](O)C[C@H]2/C=C/CCC[C@H](CO)O1 was read as DU-145 93, HCC-2998 -22*, OVCAR-3 -2.9*, KM12 3.0*, SW-620 11, OVCAR-5 53, OVCAR-4 26, PC-3 40 and OVCAR-8 35.
O=C(O)C1CC1(Cl)Cl (stereo not drawn) was read as DU-145 107, HCC-2998 106, OVCAR-3 107, KM12 104, SW-620 103, OVCAR-5 102, OVCAR-4 102, PC-3 98 and OVCAR-8 106.
For CC(=O)N(Cn1c(=O)[nH]c2ccccc2c1=O)c1nc2ccccc2c(=O)o1 the results were DU-145 107, HCC-2998 108, OVCAR-3 90, KM12 89, SW-620 88, OVCAR-5 104, OVCAR-4 92, PC-3 84 and OVCAR-8 95.
Screening CCc1c(C)c2cc3nc(-c4ccc(N(C)C)cc4)oc3c(C)c2oc1=O returned DU-145 107, HCC-2998 97, OVCAR-3 100, KM12 102, SW-620 103, OVCAR-5 109, OVCAR-4 99, PC-3 81 and OVCAR-8 79.
`CC(C)n1cnc2c(Cl)ncnc21` gave DU-145 117, HCC-2998 114, OVCAR-3 137, KM12 109, SW-620 96, OVCAR-5 102, OVCAR-4 94, PC-3 101 and OVCAR-8 119.
For BrCCCOc1ccc(Oc2ccc(OCCCBr)cc2)cc1 the results were DU-145 116, HCC-2998 119, OVCAR-3 123, KM12 113, SW-620 108, OVCAR-5 122, OVCAR-4 99, PC-3 101 and OVCAR-8 95.
O=C(NS(=O)(=O)c1ccc2ccccc2c1)n1ccc2c(Cl)ccnc21 was read as DU-145 108, HCC-2998 133, OVCAR-3 116, KM12 107, SW-620 140, OVCAR-5 110, PC-3 104 and OVCAR-8 103.
Screening CCCCCC(=O)Nc1ccc(S(N)(=O)=O)cc1 returned DU-145 128, HCC-2998 93, OVCAR-3 126, KM12 115, SW-620 103, OVCAR-5 105, OVCAR-4 111, PC-3 93 and OVCAR-8 106.
CC1(C)Oc2cc3oc(=O)ccc3cc2C[C@@H]1OCCOS(=O)(=O)c1ccc(O)c(C(=O)O)c1 was read as DU-145 102, HCC-2998 104, OVCAR-3 104, KM12 107, SW-620 97, OVCAR-5 101, OVCAR-4 112, PC-3 105 and OVCAR-8 105.
`COC(=O)[C@@H]1CCCN1C(=O)C1=C(C)NC(=S)NC1c1cccc(O)c1` (stereo partly drawn) gave DU-145 108, HCC-2998 98, OVCAR-3 112, KM12 109, SW-620 100, OVCAR-5 111, OVCAR-4 96, PC-3 88 and OVCAR-8 104.
For CC1(C)CC[C@]2(C(=O)Nc3ccc(F)cc3)CC[C@]3(C)C(=CCC4[C@@]5(C)C[C@@H](O)[C@H](O)[C@@](C)(CO)C5CC[C@]43C)C2C1 (stereo partly drawn) the results were DU-145 60, HCC-2998 36, OVCAR-3 58, KM12 30, SW-620 59, OVCAR-5 33, OVCAR-4 49, PC-3 11 and OVCAR-8 48.
`CCCOCC(O)CNCCN` (stereo not drawn) gave DU-145 127, HCC-2998 131, OVCAR-3 121, KM12 122, SW-620 99, OVCAR-5 100, OVCAR-4 102, PC-3 83 and OVCAR-8 102.
CC(=O)Nc1ccc2c(c1)C(=O)c1ccccc1C2=O was read as HCC-2998 112, SW-620 105, OVCAR-5 98, OVCAR-4 101, PC-3 92 and OVCAR-8 101.
For C=C(C)[C@@H]1CC[C@]2(COC(=O)c3cccc(OC(C)=O)c3OC(C)=O)CC[C@]3(C)[C@H](CC[C@@H]4[C@@]5(C)CC[C@H](OC(=O)c6cccc(OC(C)=O)c6OC(C)=O)C(C)(C)[C@@H]5CC[C@]43C)[C@@H]12 the results were DU-145 93, HCC-2998 102, OVCAR-3 88, KM12 59, SW-620 86, OVCAR-5 111, OVCAR-4 95, PC-3 67 and OVCAR-8 80.
`Fc1ccc(C2Oc3ccccc3C3CC(c4ccco4)=NN32)cc1` (stereo not drawn) gave DU-145 104, HCC-2998 105, OVCAR-3 101, KM12 98, SW-620 96, OVCAR-5 99, OVCAR-4 94 and OVCAR-8 104.

Arranged by formula weight (falling): 6 of the compounds above
For CC1(C)CC[C@]2(C(=O)Nc3ccc(F)cc3)CC[C@]3(C)C(=CCC4[C@@]5(C)C[C@@H](O)[C@H](O)[C@@](C)(CO)C5CC[C@]43C)C2C1 (stereo partly drawn) the results were DU-145 60, HCC-2998 36, OVCAR-3 58, KM12 30, SW-620 59, OVCAR-5 33, OVCAR-4 49, PC-3 11 and OVCAR-8 48.
N#Cc1c(Nc2ccccc2)nn2c(-c3ccc([N+](=O)[O-])cc3)ccnc12 was read as DU-145 109, HCC-2998 106, KM12 102, SW-620 103, OVCAR-5 100, OVCAR-4 108, PC-3 103 and OVCAR-8 100.
O=C1/C=C/[C@@H](O)[C@@H]2C[C@@H](O)C[C@H]2/C=C/CCC[C@H](CO)O1 was read as DU-145 93, HCC-2998 -22*, OVCAR-3 -2.9*, KM12 3.0*, SW-620 11, OVCAR-5 53, OVCAR-4 26, PC-3 40 and OVCAR-8 35.
CC(=O)Nc1ccc2c(c1)C(=O)c1ccccc1C2=O was read as HCC-2998 112, SW-620 105, OVCAR-5 98, OVCAR-4 101, PC-3 92 and OVCAR-8 101.
`CC(C)n1cnc2c(Cl)ncnc21` gave DU-145 117, HCC-2998 114, OVCAR-3 137, KM12 109, SW-620 96, OVCAR-5 102, OVCAR-4 94, PC-3 101 and OVCAR-8 119.
`Oc1ccccc1/C=N/c1ncn[nH]1` gave DU-145 116, HCC-2998 104, OVCAR-3 115, KM12 108, SW-620 108, OVCAR-5 100, PC-3 118 and OVCAR-8 99.

Later entries
O=C(N/N=C/c1ccc(Oc2ccccc2)cc1)c1cnn2c1NC(c1ccccc1)C2 (stereo not drawn) was read as DU-145 49, HCC-2998 72, OVCAR-3 -33*, KM12 45, SW-620 42, OVCAR-5 78, OVCAR-4 27, PC-3 47 and OVCAR-8 52.
`CS(=O)(=O)c1ccc(C(=O)N/N=C/c2ccccc2)cc1` gave DU-145 109, HCC-2998 102, OVCAR-3 105, KM12 103, SW-620 100, OVCAR-5 113, OVCAR-4 113, PC-3 97 and OVCAR-8 85.
`NNC(=O)c1ccc(Br)cc1` gave DU-145 107, HCC-2998 97, OVCAR-3 111, KM12 101, SW-620 100, OVCAR-5 102, OVCAR-4 119, PC-3 87 and OVCAR-8 90.
Screening Cc1c(Cl)cccc1N=Cc1ccc2c(c1)OCO2 returned DU-145 118, HCC-2998 105, OVCAR-3 117, KM12 109, SW-620 101, OVCAR-5 111, OVCAR-4 104, PC-3 108 and OVCAR-8 108.
Screening COc1cc2oc(-c3cccc(C(=O)Nc4ccc(Cl)cc4)c3)cc(=O)c2c(OCCNC(=O)[C@H](CO)NC(=O)OC(C)(C)C)c1OC returned DU-145 32, HCC-2998 -7.3*, OVCAR-3 17, KM12 17, SW-620 34, OVCAR-5 32, OVCAR-4 36, PC-3 13 and OVCAR-8 18.
O=C1CCCc2ccc([N+](=O)[O-])cc21 was read as DU-145 114, HCC-2998 113, OVCAR-3 112, KM12 104, SW-620 101, OVCAR-5 109, OVCAR-4 110, PC-3 93 and OVCAR-8 104.
`COC1=C[C@@]23CCCN2CCc2cc4c(cc2[C@H]3[C@H]1OC(=O)CCCC(C)C)OCO4` gave DU-145 104, HCC-2998 105, OVCAR-3 100, KM12 100, SW-620 100, OVCAR-5 104, OVCAR-4 103, PC-3 95 and OVCAR-8 104.
`Cc1ccc(-c2nc(N3CCNCC3)c3oc(-c4ccc(C)cc4)nc3n2)cc1` gave DU-145 12, HCC-2998 65, OVCAR-3 -95*, KM12 -82*, SW-620 -69*, OVCAR-5 78, OVCAR-4 12, PC-3 -90* and OVCAR-8 -69*.
`COc1ccc(S(=O)(=O)N2CCN(S(=O)(=O)c3oc(-c4ccc(C)cc4)nc3C#N)CC2)cc1` gave DU-145 108, HCC-2998 110, KM12 106, SW-620 110, OVCAR-5 107, OVCAR-4 104, PC-3 96 and OVCAR-8 107.
